Screens: PubChem, several laboratories
Rpn11 inh – Rpn11 (human) deubiquitinase inhibition; human 26S proteasome, Ub4-pepOG fluorescence polarization; 20S core pre-blocked with epoxomicin; calls only at 20 µM; actives 0.59% (n = 360,000);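 active = inhibition at 20 µM, scaled to each plate's controls, above about 33%, limit read from the data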
Target sequence (O00487 whole entry, looked up): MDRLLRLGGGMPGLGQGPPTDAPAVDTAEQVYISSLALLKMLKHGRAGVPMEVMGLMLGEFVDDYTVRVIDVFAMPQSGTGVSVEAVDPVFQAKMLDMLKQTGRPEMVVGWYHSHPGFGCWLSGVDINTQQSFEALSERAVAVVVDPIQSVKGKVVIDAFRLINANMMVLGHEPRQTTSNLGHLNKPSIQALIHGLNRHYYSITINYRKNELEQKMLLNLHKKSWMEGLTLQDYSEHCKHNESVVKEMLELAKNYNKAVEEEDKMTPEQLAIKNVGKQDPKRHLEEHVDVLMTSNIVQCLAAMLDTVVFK
STEP inh – blocks human striatal-enriched tyrosine phosphatase. inhibition, % at 20 µM. P54829. recombinant STEP, OMFP fluorogenic substrate, fluorescence. actives 0.25% (n = 360,000);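 active = inhibition at 20 µM, scaled per plate between control wells, above about 37%, limit read from the data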;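 note: 0% = DMSO with enzyme and substrate and 100% = substrate only without enzyme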
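System: STEP phosphatase, cell-free reaction; Buffer or medium: Bis-Tris pH 6.0 buffer with DTT, detergent; Incubation: 20 min at room temperature, dark; Measured by: fluorescence, 480/540 nm.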
Scp-1 inhibitor – inhibitors of human Scp-1 phosphatase | Q9GZU7 | actives 0.88% (n = 340,000) | Recombinant Scp1, phosphopeptide, malachite green phosphate absorbance | inhibition, % at 20 µM;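 active = inhibition above about 50% at 20 µM, limit read from the data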;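 note: plate controls were DMSO wells with enzyme for no effect and wells lacking enzyme for full effect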
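Test system: SCP-1 catalytic domain; Buffer or medium: Acidic Tris acetate buffer with magnesium and detergent; Also added: Phosphorylated 17-residue peptide substrate; Compound: single 20 µM dose, 1% DMSO; Schedule: enzyme reaction 45 min at room temperature, colour 5 min, stabilisation 30 min; Signal: Phosphate-binding colour reagent, absorbance read at 630 nm.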
LMPTP block – LMPTP (human) inhibition. recombinant LMPTP-A, OMFP fluorogenic substrate, fluorescence intensity. inhibition, % at 20 µM. actives 0.22% (n = 360,000);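 active = compounds that cut the enzyme signal by at least half of the control window in the single-dose screen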;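 note: plate controls were DMSO wells with enzyme plus substrate for no effect and substrate without enzyme for full effect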
Target sequence (P24666 whole entry, looked up): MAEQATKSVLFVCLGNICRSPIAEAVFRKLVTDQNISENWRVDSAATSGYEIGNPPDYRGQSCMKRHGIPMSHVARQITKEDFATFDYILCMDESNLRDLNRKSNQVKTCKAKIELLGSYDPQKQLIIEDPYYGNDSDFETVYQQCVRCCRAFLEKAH
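material = LMPTP-A | quantity = 0.625 nM enzyme | reagent = OMFP substrate, 400 µM final | buffer or medium = Bis-Tris pH 6.0, DTT, detergent | detection = endpoint fluorescence intensity from OMFP dephosphorylation | dosing = single 20 µM dose | read-out basis = % inhibition relative to no-enzyme and uninhibited control wells | control set = no-enzyme and uninhibited controls | timing = 50 min at room temperature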
MsrA inhibitor – bovine MsrA inhibition; purified bovine MsrA, absorbance read-out; inhibition, % at 15.5 µM; actives 0.75% (n = 360,000); AID 651718; in the data active = inhibition above about 4.5%;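 note: 0% = vehicle wells with enzyme and 100% = reference inhibitor wells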
TbMetRS inhib – blocks T. brucei methionyl-tRNA synthetase activity. purified T. brucei MetRS, ATP depletion, Kinase-Glo luminescence. inhibition, % at 11.9 µM. actives 0.4% (n = 360,000). AID 624268;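 active = inhibition above a per-plate cutoff of the control wells' mean inhibition plus 3 SD, cut at about 5.5% in these data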;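 note: 0% = DMSO wells median and 100% = median of wells with control inhibitor compound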
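Test system: purified T. brucei MetRS enzyme. Also added: ATP, methionine and E. coli bulk tRNA substrates. Compound: 11.9 µM single point. Schedule: 15 min enzyme-compound preincubation, 2 h reaction, 10 min detection, 25 °C. Signal: luciferase luminescence of residual ATP, Kinase-Glo. Evaluation: percent inhibition versus plate control medians. Controls: DMSO wells, low control.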
CSN deneddyl inh – inhibitors of human CSN-mediated cullin deneddylation. Purified CSN, SCF-Nedd8-OG deneddylation, fluorescence polarization. inhibition, % at 12.5 µM. actives 0.38% (n = 360,000). AID 651999;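 active = pattern-corrected inhibition above about 35%, with an unprinted fluorescence ratio check between 0.5 and 1.5, limit read from the data, passing the limit was not always enough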;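 note: 0% = enzyme with substrate and 100% = substrate without enzyme; some results filed as inactive read as strong as hits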
Target sequence (Q92905 whole entry, looked up, one chain of several): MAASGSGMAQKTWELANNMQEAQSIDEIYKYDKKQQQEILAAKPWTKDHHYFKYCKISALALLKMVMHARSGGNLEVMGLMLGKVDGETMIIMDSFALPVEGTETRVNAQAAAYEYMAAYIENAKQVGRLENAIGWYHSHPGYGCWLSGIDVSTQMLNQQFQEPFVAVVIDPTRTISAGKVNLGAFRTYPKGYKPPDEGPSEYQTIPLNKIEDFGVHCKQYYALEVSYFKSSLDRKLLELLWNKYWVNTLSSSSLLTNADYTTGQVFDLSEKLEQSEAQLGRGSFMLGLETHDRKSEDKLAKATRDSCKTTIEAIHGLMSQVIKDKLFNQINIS
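assay system = purified human Csn5 enzyme expressed in HEK293T cells | amount = 0.24 nM enzyme | buffer or medium = Tris/NaCl/DTT buffer, pH 7.5 | reagent = 10 nM SCFSkp2-Nedd8OG | compound = one concentration, 12.5 µM, 0.25% DMSO | times = 90 min reaction at room temperature | signal = FP | read-out basis = % inhibition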
NadD inh – blocks S. aureus nicotinate mononucleotide adenylyltransferase | actives 0.78% (n = 360,000) | purified NadD enzyme, colorimetric absorbance read-out | inhibition, % at 20 µM; in the data active = inhibition above about 26%; note: some compounds past the cut are filed as inactive
DNMT1 block – blocks human DNA methyltransferase DNMT1; DNMT1 molecular beacon, Hinp1I cleavage, fluorescence; actives 0.83% (n = 360,000); inhibition (reported as % activation of signal), % at 10 µM; P26358; in the data active = inhibition above about 50%
SUMO1 PPI mod – modulators of human SUMO1-mediated protein-protein interactions | SUMO1 binding to a labelled peptide, TR-FRET, 1 h | P63165 | inhibition, % at 20 µM | actives 0.33% (n = 360,000) | AID 602429; in the data active = inhibition above about 37%
Target sequence (P63165 whole entry, looked up): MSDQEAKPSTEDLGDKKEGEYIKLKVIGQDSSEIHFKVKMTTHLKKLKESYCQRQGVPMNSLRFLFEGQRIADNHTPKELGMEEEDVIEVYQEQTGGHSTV
* hit, by the source's call; i = inactive; / = no result given. Rows were taken by chance. About 3.9% of those tested had a hit in this group.

Rpn11 inh	STEP inh	Scp-1 inhibitor	LMPTP block	MsrA inhibitor	TbMetRS inhib	CSN deneddyl inh	NadD inh	DNMT1 block	SUMO1 PPI mod	mol
i	0	7	-1.7	-0.3	-0.1	-1	-1	2	-7	O=C(NNS(=O)(=O)c1ccccc1Cl)c1nn(-c2ccc(F)cc2)ccc1=O
i	0	/	-1.3	-0.6	-0.8	-3	4	3	5	C[C@H](CO)N1C[C@H](C)[C@@H](CN(C)Cc2ccc(Cl)c(Cl)c2)OCc2cnnn2CCCC1=O
i	-3	-3	-0.1	2.0	-1.7	-5	-4	-1	2	CN(c1ccc(C(=O)Nc2ccc3c(c2)OCCO3)cc1)S(C)(=O)=O
i	0	0	-0.6	0.5	-0.1	-15	5	1	-17	O=[N+]([O-])c1cccc(-c2nnc3ccc4ccccc4n23)c1
i	-2	-1	-0.3	-0.3	0.1	-3	-2	3	2	CC1(C)NC(=O)N(CC(=O)N2CCCC(C(F)(F)F)C2)C1=O (centres undefined)
i	5	57*	1.6	2.1	0.2	2	1	15	-17	CC[C@@]1(O)C(=O)OCc2c1cc1n(c2=O)Cc2cc3c(N)cccc3nc2-1
i	-1	-3	-1.2	0.3	3.6	2	8	10	1	Nc1nc(Cl)nc2ncn(Cc3ccccc3)c12
i	-2	7	-0.6	-1.6	-0.2	-10	1	-1	4	O=C(CCNS(=O)(=O)c1ccc2c(c1)CCC(=O)N2)NCc1ccc2c(c1)OCO2
i	-1	14	8.5	1.5	-0.4	-4	2	-21	2	C#CCOCCOCCOCCNc1nc(N2CCN(C(=O)CCCCCCCCCCNC(=O)[C@@H](CCSC)n3cc(CCO)nn3)CC2)nc(N2CCN(C(=O)CCCCCCCCCCNC(=O)[C@H](CCSC)n3cc(CCO)nn3)CC2)n1
i	5	4	1.8	-0.1	-1.1	-3	-1	-1	-1	Cc1csc(NC(=O)c2cccc(C)c2C)n1

Other compounds.
Rpn11 inh	STEP inh	Scp-1 inhibitor	LMPTP block	MsrA inhibitor	TbMetRS inhib	CSN deneddyl inh	NadD inh	DNMT1 block	SUMO1 PPI mod	mol
i	2	-12	1.4	0.4	-0.2	-4	-5	-5	6	CSc1ccccc1OCc1cc(C(=O)N(C)Cc2ccc(C)o2)no1
i	2	4	2.3	0.7	-0.7	-2	0	2	0	O=C(C1CCN(S(=O)(=O)c2cccc3cccnc23)CC1)N1CCc2ccccc21
i	-1	-8	-1.3	-1.1	-0.2	0	-6	1	7	CCN1C(=O)c2ccccc2S(=O)(=O)c2ccc(C(=O)NC(C)C)cc21
i	10	-16	31	0.8	-0.4	-1	16	-4	2	Cc1cc(N2C(=O)C(O)=C(C(=O)c3cc4ccccc4o3)C2c2ccc(OC(C)C)cc2)no1 (centres undefined)
i	2	-15	-1.1	0.1	-0.2	-3	-3	-6	1	CC(C)[C@H](NS(=O)(=O)c1ccccc1F)C(=O)OCC(=O)Nc1cccc(S(N)(=O)=O)c1
i	-2	-6	-1.8	0.3	-0.3	-2	-5	1	2	CC(C)(C)C(=O)NC(=S)Nc1ccc(F)cc1
i	0	-5	3.7	0.1	0.5	-6	-1	-11	-5	CCCc1ccc(-c2cc(C(=O)NC3=NCCS3)c3ccccc3n2)cc1
i	-1	-5	-1.1	-1.4	-0.8	-7	-4	-1	-4	O=C(O)C1CCCCC1C(=O)NCCCc1ccccc1 (centres undefined)
i	0	-12	-0.8	-0.7	-0.3	1	-4	6	0	COCCn1c(SCC(=O)NC2CCCC2)nc2cccnc21
i	-2	-4	1.2	0.4	-0.2	-1	-1	0	-4	NC(=O)CCn1ccc2ccccc21

(next part)
Rpn11 inh	STEP inh	Scp-1 inhibitor	LMPTP block	MsrA inhibitor	TbMetRS inhib	CSN deneddyl inh	NadD inh	DNMT1 block	SUMO1 PPI mod	mol
i	-5	1	0.3	-0.1	-0.7	-10	-6	-5	0	Cc1cc(C)c(NC(=O)COC(=O)CSc2ccc(Br)cc2C)c(C)c1
i	2	-5	-0.4	0.9	0.0	-16	6	3	-1	CCN(C(=O)CSc1cc(C)c2ccccc2n1)C1CCS(=O)(=O)C1 (centres undefined)
i	0	24	24	2.3	0.1	8	3	4	0	Cc1cc(SCC(=O)c2ccc(O)c(O)c2)nc2ccccc12
i	2	-10	0.1	-0.8	-1.8	-5	-2	-54	-1	O=C(CN1CCN(c2ccc(F)cc2)CC1)Nc1cccc(C(F)(F)F)c1
i	-1	/	0.4	-0.1	0.0	-5	-3	-9	1	O=C1C[C@@H]2C(=O)N(c3ccccc3)C(=O)[C@@H]2[C@@H]2CN(S(=O)(=O)c3ccccc3)[C@@H](c3ccccc3)[C@H]12
i	-2	-5	-0.7	-0.3	0.5	3	7	1	-1	Cc1cccc(N2CCN(C(=O)CCS(=O)(=O)c3ccc4c(c3)NC(=O)CO4)CC2)c1C
i	-2	-6	0.4	0.5	0.0	-7	-1	-2	-2	CCN1CCc2c(C#N)c(NCc3ccccc3)nc(NCCO)c2C1
i	0	-3	-2.6	-0.5	0.0	3	-3	-3	0	COC(=O)N1CC(c2ccccc2)CC1=O (centres undefined)
i	2	0	0.6	0.7	1.4	1	12	4	0	Cc1cccn2c(=O)c(C=NCc3ccco3)c(Nc3ccc(SC(F)F)cc3)nc12
i	2	-6	1.1	-0.6	-0.2	-4	-1	2	-13	c1ccc(-c2sc3ccccc3c2-c2ccc(OCCN3CCCCC3)cc2)cc1

(cont.)
Rpn11 inh	STEP inh	Scp-1 inhibitor	LMPTP block	MsrA inhibitor	TbMetRS inhib	CSN deneddyl inh	NadD inh	DNMT1 block	SUMO1 PPI mod	mol
i	4	12	-1.6	-1.1	0.2	3	-8	-1	-24	O=C(CSC1=NCCN1)Nc1cccc([N+](=O)[O-])c1
i	-3	-4	-0.4	0.0	-0.3	-3	-3	-1	6	CCSc1nnc(NC(=O)C2CCN(C(=O)c3ccc(F)cc3)CC2)s1
i	0	-2	-0.4	0.7	-0.1	-2	-2	-1	6	O=S(=O)(c1ccc(Cl)cc1)N1CCN=C1SCc1cccnc1
i	-1	/	-2.2	0.4	0.3	-3	2	-1	-1	C[C@@H]1CN([C@H](C)CO)C(=O)CCCn2nncc2CO[C@H]1CN(C)Cc1cccc(C(=O)O)c1
i	5	0	2.2	-1.4	-0.2	1	-4	-3	-1	Nc1nc(SCC(=O)c2ccc(Oc3ccccc3)cc2)n[nH]1
i	0	-2	2.2	0.6	-0.2	-3	28	-4	-15	Cc1cccc(-n2[nH]c3c4c(ccc3c2=O)C(=O)c2ccccc2C4=O)c1
i	0	6	-0.1	0.9	-0.3	-1	8	3	-5	COc1ccc2oc3cc(C)[n+]([O-])c(-c4ccc(Cl)cc4)c3c2c1
i	-3	-9	-0.5	0.0	0.3	-1	-4	1	-3	Cc1nn(C)c(C)c1S(=O)(=O)N(CC(=O)Nc1nccs1)c1ccc(C(C)C)cc1
i	-1	-4	-1.4	1.4	-0.2	2	-5	2	1	COc1ccc(OCC(=O)NNC(=O)C(=O)Nc2ccccc2)cc1
i	-2	-1	-2.0	1.6	-0.2	-4	7	-2	-2	CN(C)c1cccc(C(=O)NCC(c2ccco2)N(C)C)c1 (centres undefined)

Fetched by compound from above, three records:
Rpn11 inh	STEP inh	Scp-1 inhibitor	LMPTP block	MsrA inhibitor	TbMetRS inhib	CSN deneddyl inh	NadD inh	DNMT1 block	SUMO1 PPI mod	mol
i	-3	-4	-0.4	0.0	-0.3	-3	-3	-1	6	CCSc1nnc(NC(=O)C2CCN(C(=O)c3ccc(F)cc3)CC2)s1
i	0	-2	-0.4	0.7	-0.1	-2	-2	-1	6	O=S(=O)(c1ccc(Cl)cc1)N1CCN=C1SCc1cccnc1
i	-3	-9	-0.5	0.0	0.3	-1	-4	1	-3	Cc1nn(C)c(C)c1S(=O)(=O)N(CC(=O)Nc1nccs1)c1ccc(C(C)C)cc1

The list continues:
Rpn11 inh	STEP inh	Scp-1 inhibitor	LMPTP block	MsrA inhibitor	TbMetRS inhib	CSN deneddyl inh	NadD inh	DNMT1 block	SUMO1 PPI mod	mol
i	-1	-5	-1.6	1.3	0.6	7	6	14	4	Cc1ccc(C2=CC(c3ccc(N(C)C)cc3)n3nnnc3N2)cc1 (centres undefined)
i	-2	-5	1.0	1.7	-0.9	-1	1	-4	-1	COc1cc(NC(=O)c2cccs2)c(OC)cc1NC(=O)Nc1ccc(F)cc1
i	3	/	1.4	0.1	-0.1	0	5	4	3	CCNC(=S)Nc1ccc2c(c1)c(=O)n(C)n2-c1cc(C)cc(C)c1
i	-2	0	-0.3	-1.5	-0.3	1	0	70*	7	COc1cccc(CNC(=O)Cc2ccc(Br)cc2)c1
i	-5	-9	-3.5	0.1	-2.1	4	-8	1	3	COCCNC(=O)c1cccc(OC2CCN(Cc3ccccc3C)CC2)c1
i	-1	-5	-0.2	-1.1	-0.8	0	0	0	1	CCOc1cc2[nH]c(=O)n(CC3CCC(C(=O)NCCCOC)CC3)c(=O)c2cc1OCC (centres undefined)
i	-1	15	0.8	-0.7	-0.1	-1	3	7	0	CC1CC(C)CN(S(=O)(=O)c2ccc(NC(=O)c3ccc(=O)[nH]c3)cc2)C1 (centres undefined)
i	-1	/	1.5	-0.9	-0.5	-3	3	-1	-3	Cc1cc(C(=O)CCC(=O)N(C)CC2COc3ccccc3O2)c(C)s1 (centres undefined)
i	-1	1	-1.6	-0.8	-0.6	5	-2	-2	2	O=C(c1cnccn1)N(c1ccccc1)C1(C(=O)NC2CCCC2)CCCCC1
/	/	/	2.4	-0.6	0.0	-2	-4	/	1	COC(=O)[C@@]1(Sc2ccc(C)cc2)CC(=O)N(c2ccccc2)[C@@H]1c1ccccc1
